Rpn11 inh: Rpn11 (PSMD14) deubiquitinase inhibitors, primary screen, biochemical, fluorescence polarization, uHTS. 26S proteasome non-ATPase regulatory subunit 14 (Homo sapiens), O00487. human 26S proteasome, Ub4-pepOG fluorescence polarization; 20S core pre-blocked with epoxomicin. calls only at 20 µM. 360,000 tested, 0.59% active. AID 588493, 2011;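 active means inhibition at 20 µM, scaled to each plate's controls, above about 33%, limit read from the data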
Target sequence (O00487 whole entry, looked up): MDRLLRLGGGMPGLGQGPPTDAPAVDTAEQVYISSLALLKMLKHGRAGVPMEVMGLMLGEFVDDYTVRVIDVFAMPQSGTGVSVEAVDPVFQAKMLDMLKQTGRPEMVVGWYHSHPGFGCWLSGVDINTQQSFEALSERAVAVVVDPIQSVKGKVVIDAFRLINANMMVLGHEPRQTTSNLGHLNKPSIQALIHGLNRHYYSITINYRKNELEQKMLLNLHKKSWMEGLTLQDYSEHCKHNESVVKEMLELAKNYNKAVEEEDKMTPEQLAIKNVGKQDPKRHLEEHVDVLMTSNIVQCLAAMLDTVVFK
Scp1 inh: Scp-1 phosphatase inhibitors, primary screen, biochemical, colorimetric, uHTS | Recombinant Scp1, phosphopeptide, malachite green phosphate absorbance | inhibition, % at 20 µM | 340,000 tested, 0.88% active;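 active means inhibition above about 50% at 20 µM, limit read from the data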;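 further: plate controls were DMSO wells with enzyme for no effect and wells lacking enzyme for full effect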
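Test system: SCP-1 phosphatase catalytic domain, residues 76-261 | Compound dosing: One concentration, 20 µM, with 1.0% DMSO | Schedule: 45 min room-temperature reaction, 5 min colour, 30 min stabiliser | Detection: Absorbance at 630 nm | Read-out basis: % inhibition of SCP-1 phosphate liberation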
MsrA inh: bovine MsrA enzyme inhibitors, primary screen, biochemical, absorbance, HTS | Methionine sulfoxide reductase A (Bos taurus) | inhibition, % at 15.5 µM | purified bovine MsrA, absorbance read-out | 360,000 tested, 0.75% active; in the data active means inhibition above about 4.5%;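 further: 0% = vehicle wells with enzyme and 100% = reference inhibitor wells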
DNMT1 block: human DNMT1 methyltransferase inhibitors, primary screen, biochemical, molecular beacon, fluorescence, HinP1I cleavage, uHTS; DNA (cytosine-5)-methyltransferase 1 (Homo sapiens), P26358; inhibition (reported as % activation of signal), % at 10 µM; AID 588458, 2011; 360,000 tested, 0.83% active; in the data active means inhibition above about 50%
Tb MetRS inh: T. brucei MetRS inhibitors, primary screen, biochemical, luminescence; AID 624268, 2012; methionyl-tRNA synthetase (Trypanosoma brucei brucei); purified T. brucei MetRS, ATP depletion, Kinase-Glo luminescence; inhibition, % at 11.9 µM; 360,000 tested, 0.4% active;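 active means inhibition above a per-plate cutoff of the control wells' mean inhibition plus 3 SD, cut at about 5.5% in these data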;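 further: 0% = DMSO wells median and 100% = median of wells with control inhibitor compound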
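Material: parasite MetRS enzyme / Replication: singlicate, one well per compound / Signal: luminescence of leftover ATP / Schedule: 2 h aminoacylation at 25 °C after 15 min preincubation / Medium: HEPES-MgCl2-KCl buffer plus DTT, spermine, BSA, pyrophosphatase / Doses: 11.9 µM single point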
NadD inh: inhibitors of S. aureus NadD, primary screen, biochemical, colorimetric, uHTS. Nicotinate-nucleotide adenylyltransferase NadD (Staphylococcus aureus N315). purified NadD enzyme, colorimetric absorbance read-out. inhibition, % at 20 µM. 360,000 tested, 0.78% active; in the data active means inhibition above about 26%; further: some compounds past the cut are filed as inactive
CSN inh: inhibitors of CSN-mediated cullin deneddylation, primary screen, biochemical, fluorescence polarization, uHTS; Purified CSN, SCF-Nedd8-OG deneddylation; inhibition, % at 12.5 µM; 360,000 tested, 0.38% active; AID 651999, 2013;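 active means pattern-corrected inhibition above about 35%, with an unprinted fluorescence ratio check between 0.5 and 1.5, limit read from the data, passing the limit was not always enough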;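 further: 0% = enzyme with substrate and 100% = substrate without enzyme; some results filed as inactive read as strong as hits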
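Assay system: purified human Csn5 enzyme expressed in HEK293T cells; measure: % inhibition; also added: SCFSkp2-Nedd8OG substrate at 10 nM final; technique: fluorescence polarization; times: reaction 90 min, room temperature; medium: Tris buffer pH 7.5, NaCl, DTT, Tween-20, trehalose, ovalbumin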
STEP block: STEP phosphatase inhibitors, primary screen, biochemical, fluorescence intensity, uHTS; inhibition, % at 20 µM; 360,000 tested, 0.25% active; recombinant STEP, OMFP fluorogenic substrate;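 active means inhibition at 20 µM, scaled per plate between control wells, above about 37%, limit read from the data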;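 further: 0% = DMSO with enzyme and substrate and 100% = substrate only without enzyme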
Target sequence (P54829 whole entry, looked up): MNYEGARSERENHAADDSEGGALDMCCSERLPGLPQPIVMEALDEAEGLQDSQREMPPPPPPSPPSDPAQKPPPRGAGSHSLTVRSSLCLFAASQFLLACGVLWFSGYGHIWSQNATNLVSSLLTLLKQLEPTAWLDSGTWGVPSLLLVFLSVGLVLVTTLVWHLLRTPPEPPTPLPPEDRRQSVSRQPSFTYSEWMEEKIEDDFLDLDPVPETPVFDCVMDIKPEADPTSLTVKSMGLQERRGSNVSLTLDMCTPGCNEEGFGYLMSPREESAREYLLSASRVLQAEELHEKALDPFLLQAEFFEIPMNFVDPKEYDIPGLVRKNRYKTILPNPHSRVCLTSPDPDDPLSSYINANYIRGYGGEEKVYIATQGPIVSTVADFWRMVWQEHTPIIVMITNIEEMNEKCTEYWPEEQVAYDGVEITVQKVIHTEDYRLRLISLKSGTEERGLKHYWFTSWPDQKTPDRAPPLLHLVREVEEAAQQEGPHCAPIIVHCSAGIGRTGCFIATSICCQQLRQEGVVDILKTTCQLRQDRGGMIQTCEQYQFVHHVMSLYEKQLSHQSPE
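Assay system: isolated STEP enzyme / Timing: 20 min at room temperature, dark / Doses: 20 µM, 1% DMSO / Technique: fluorescence intensity, excitation 480 nm, emission 540 nm / Reagent: fluorogenic phosphatase substrate OMFP at 25 µM final / Measure: percent inhibition scaled to no-enzyme and uninhibited-enzyme controls, plate-pattern corrected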
SUMO1-SIM PPI: modulators of SUMO1 protein-protein interactions, primary screen, biochemical, uHTS | Small ubiquitin-related modifier 1 (Homo sapiens), P63165 | SUMO1 binding to a labelled peptide, TR-FRET, 1 h | inhibition, % at 20 µM | 360,000 tested, 0.33% active | AID 602429, 2012; in the data active means inhibition above about 37%
LMPTP inh: LMPTP phosphatase inhibitors, primary screen, biochemical, fluorescence intensity, uHTS | AID 651560, 2012 | Low molecular weight phosphotyrosine protein phosphatase (Homo sapiens), P24666 | 360,000 tested, 0.22% active | recombinant LMPTP-A, OMFP fluorogenic substrate | inhibition, % at 20 µM;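 active means compounds that cut the enzyme signal by at least half of the control window in the single-dose screen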;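 further: plate controls were DMSO wells with enzyme plus substrate for no effect and substrate without enzyme for full effect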
Target sequence (P24666 whole entry, looked up): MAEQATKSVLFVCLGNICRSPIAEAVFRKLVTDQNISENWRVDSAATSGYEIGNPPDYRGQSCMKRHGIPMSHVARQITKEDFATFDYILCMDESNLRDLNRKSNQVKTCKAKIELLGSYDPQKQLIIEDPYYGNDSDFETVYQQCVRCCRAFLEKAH
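Buffer or medium: Bis-Tris pH 6.0, DTT, detergent; Assay system: LMPTP-A enzyme; Quantity: 0.625 nM enzyme; Detection: endpoint fluorescence intensity; Times: 50 min dark incubation at room temperature; Controls: substrate-only low control, DMSO enzyme-plus-substrate high control; Doses: single 20 µM dose; Read-out: percent inhibition versus substrate-only and uninhibited controls; Reagent: 400 µM OMFP.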
The depositor's hits bear a star; i = inactive; · = no result given.

SMILES	Rpn11 inh	Scp1 inh	MsrA inh	DNMT1 block	Tb MetRS inh	NadD inh	CSN inh	STEP block	SUMO1-SIM PPI	LMPTP inh
CCC(=O)n1nc(-c2ccc(Cl)cc2)nc1NCc1ccccc1	i	-12	0.7	4	0.5	2	5	1	5	0.6
CCc1cccc(C)c1NC(=O)COC(=O)C1CCN(S(=O)(=O)c2ccccc2)CC1	i	-8	-0.2	-1	-0.2	-4	-8	0	4	0.1
C=CCSc1nnc(CC(OC)OC)n1-c1ccccc1	i	-7	0.7	5	-0.4	5	-5	2	-3	0.2
N#Cc1c2c(c(-c3ccco3)[nH]c1=O)CCCC2	i	0	1.2	12	-0.5	11	-9	-2	-14	-0.4
Nc1nc2nccc(-c3ccc(Cl)cc3)n2n1	i	-11	5.2*	-4	-0.7	0	-6	-4	-8	-0.6
CN(NS(=O)(=O)c1ccc(Cl)cc1)c1nc(C(F)(F)F)nc2ccccc12	i	-10	1.7	1	-0.3	-3	0	-3	-3	-1.1
Cc1cc(C)c(C)c(S(=O)(=O)NCc2ccc(C(=O)N3CCCC3)cc2)c1C	i	-3	-0.7	0	-0.2	4	-13	1	1	-1.9
CCCc1c(C(=O)N/N=C/c2ccc(OC)c(OCc3ccccc3)c2)nnn1-c1nonc1N	i	1	-1.1	-8	0.3	12	4	2	-1	6.7
C=C(C)CSc1nnc2n(C)c(=O)c3c4c(sc3n12)CCC4	i	-10	1.9	4	-0.4	6	0	4	13	0.4
CC(C)CCOc1ccc(C(=O)N2CCN(c3ncccn3)CC2)cc1	i	3	0.7	1	-1.1	-3	-2	-1	2	-1.8
O=C(Nc1ccccc1N1CCN(C(=O)c2ccccc2)CC1)c1ccc([N+](=O)[O-])o1	i	-5	1.0	2	-0.1	4	-1	0	-30	0.7
COc1ccc(CNC(=O)C2CC(=O)N(C3CCCC3)C2)cc1 (centres undefined)	i	-7	0.7	0	-0.2	-1	4	0	1	-0.4
CC(=O)c1c(C)n(-c2cccc(Cl)c2)c2ccc(O)cc12	i	-13	0.3	-1	-1.3	-4	-1	1	2	-0.8
COc1ccc(-c2nnn(CC(=O)N3CCOCC3)n2)cc1	i	-4	·	0	0.4	-5	1	7	3	-1.5
Cc1cccc(C=Nc2ccccc2C(N)=O)c1	i	43	0.8	1	-0.3	-12	5	1	0	-2.1
COc1cccc(CNC(=O)CCC2CCCN(Cc3ccc(OC(F)F)cc3)C2)c1 (centres undefined)	i	0	0.7	-6	-0.4	-8	-4	2	1	0.9
COC(=O)c1ccccc1NC(=O)c1ccnn1C	i	-3	-0.9	3	-0.4	1	1	-4	2	-0.5
O=C(NC(=S)NNC(=O)c1ccccc1O)c1cccc([N+](=O)[O-])c1	i	-24	1.2	0	-0.3	-1	1	4	-9	-3.0
COCCN(CCOC)S(=O)(=O)NC[C@H]1O[C@@H](n2cnc3c(N)ncnc32)[C@H](O)[C@@H]1O	i	-2	-0.9	8	-2.6	-1	-3	-2	-3	-1.6
CCCN(CCC)c1ncnc2c1cnn2-c1ccc(OC)cc1	i	-10	-1.9	1	0.4	3	0	0	2	1.8
CCCCNc1nc2c(S(=O)(=O)c3ccccc3)nnn2c2ccccc12	i	-1	-0.1	15	3.0	2	1	1	-34	-0.2
CCOC(=O)Cc1csc(NC(=O)CSc2ncnc3c2cnn3-c2ccc(OC)cc2)n1	i	1	1.7	-6	0.3	0	6	2	-2	1.4
COc1ccc(C2CC(=O)C3=C(C2)NC(C)=C(C(=O)Nc2ccccc2C)C3c2coc3ccc(C)cc3c2=O)cc1OC (centres undefined)	i	-4	-1.4	-12	-0.6	10	6	-2	-4	0.2
Cc1cc(C)n(C(=O)c2ccc(C)o2)n1	i	-5	-1.1	5	-0.4	8	-2	0	-3	-0.8
O=C(CSc1nnc(-c2ccccc2)o1)NC1CCCCC1	i	-2	-0.9	5	0.2	-2	-1	-2	2	1.0
Cc1ccccc1Cn1c(=O)c2c(nc3n2CCN3Cc2ccco2)n(C)c1=O	i	-15	1.6	0	-0.9	-8	3	-1	10	-1.6
CCCCOc1ccc(C(C)NC(=O)CCS(=O)(=O)Cc2ccc(C)cc2)cc1 (centres undefined)	i	-3	-0.1	4	-0.2	4	-8	2	-4	0.0
CC(=O)Oc1ccc(Nc2ccccc2)cc1	i	1	0.9	-4	-0.7	6	0	2	1	-0.7
Cc1ccc(Cl)cc1N1CCN(C(=O)Cc2ccc(-n3c(=O)[nH]c4ccsc4c3=O)cc2)CC1	i	-6	0.5	-6	0.6	12	2	0	-2	3.0
Cc1ccc(S(=O)(=O)N2CCCCC2)cc1C(=O)N1CCCC1	i	-1	0.9	3	-0.2	-4	1	1	2	-0.8
O=[N+]([O-])c1cc(C(F)(F)F)ccc1N1CCC(O)CC1	i	-4	1.2	-1	-0.7	1	-13	1	-9	-0.2
CCCCCCCCCCCC(=O)NC(C(=O)O)C(O)c1ccccc1 (centres undefined)	i	-7	1.2	2	-0.4	0	5	1	8	-0.6
COc1ccc(S(=O)(=O)NCC(c2cccnc2)N2CCN(Cc3ccccc3)CC2)cc1C (centres undefined)	i	-7	-0.3	-2	-0.1	-4	3	6	-5	2.5
Cc1c(C(=O)NCc2ccccc2C(F)(F)F)sc(=O)n1Cc1ccc(S(=O)(=O)N(C)C)cc1	i	·	-0.9	-5	-0.2	5	-3	-3	2	0.8
Cc1cccc(N2CCN(CC(=O)NCC3CCCCC3)CC2)c1C	i	4	-0.4	3	-1.0	6	7	0	-4	-0.1
COc1cc(C(=O)Oc2ccc(Br)cc2C(=S)N2CCOCC2)cc(OC)c1OC	i	-5	0.4	-1	-0.3	-1	-1	17	6	0.8
O=C(c1ccco1)N(Cc1cccnc1)C(c1ccccc1)c1nc2ccccc2[nH]1 (centres undefined)	i	·	-0.8	3	0.5	-1	-1	3	1	-0.7
CC(NC(=O)COC(=O)Cc1ccsc1)C1CC2CCC1C2 (centres undefined)	i	-8	1.4	4	-0.1	-5	-3	1	-2	-0.8
Cc1[nH]c(=O)c(C#N)c2c1COC(C)(C)C2	i	0	·	2	-0.3	5	-3	1	5	-0.9
CCOC(=O)C1CCCN(C(=O)c2ccc(CS(=O)(=O)c3ccc(Br)cc3)o2)C1 (centres undefined)	i	6	1.3	9	-0.4	-3	0	1	0	0.1

At a glance, some entries already given:
SMILES	Rpn11 inh	Scp1 inh	MsrA inh	DNMT1 block	Tb MetRS inh	NadD inh	CSN inh	STEP block	SUMO1-SIM PPI	LMPTP inh
CCCCNc1nc2c(S(=O)(=O)c3ccccc3)nnn2c2ccccc12	i	-1	-0.1	15	3.0	2	1	1	-34	-0.2
CCOC(=O)Cc1csc(NC(=O)CSc2ncnc3c2cnn3-c2ccc(OC)cc2)n1	i	1	1.7	-6	0.3	0	6	2	-2	1.4
COc1ccc(C2CC(=O)C3=C(C2)NC(C)=C(C(=O)Nc2ccccc2C)C3c2coc3ccc(C)cc3c2=O)cc1OC (centres undefined)	i	-4	-1.4	-12	-0.6	10	6	-2	-4	0.2
Cc1cc(C)n(C(=O)c2ccc(C)o2)n1	i	-5	-1.1	5	-0.4	8	-2	0	-3	-0.8
O=C(CSc1nnc(-c2ccccc2)o1)NC1CCCCC1	i	-2	-0.9	5	0.2	-2	-1	-2	2	1.0

Continuation:
SMILES	Rpn11 inh	Scp1 inh	MsrA inh	DNMT1 block	Tb MetRS inh	NadD inh	CSN inh	STEP block	SUMO1-SIM PPI	LMPTP inh
COc1ccc(CNC(=O)COC(=O)c2cc(C)oc2C)cc1	i	·	1.3	-5	-0.3	-3	0	-3	-1	0.0
Cn1c(=O)n(C)c2cc(S(=O)(=O)N3CCN(c4ccccc4)CC3)ccc21	i	-3	-1.5	1	-0.1	-5	2	-1	-4	-0.9
CCCC(=O)N(Cc1cc2cccc(C)c2[nH]c1=O)c1ccccc1OC	i	-1	1.2	-1	-0.1	3	6	1	5	1.3
Cc1ccc(C)c(OCCC(=O)OCC(=O)c2c(N)n(C)c(=O)n(C)c2=O)c1	i	-5	1.1	0	-0.2	-4	2	2	2	-0.4
CC(C)C(=O)Nc1ccc(C(=O)Nc2ccc(Br)cc2F)cc1	i	-10	0.5	-3	0.0	-14	-7	0	3	-0.1
COc1cc(CNC(=O)CCCC/C=C/C(C)C)ccc1O	i	-6	-0.3	2	-0.2	-5	-4	-1	3	-0.4
CC(=NOC(=O)c1ccc(Cl)cc1)c1nccs1	i	·	1.6	-1	-0.7	-5	-1	1	-8	-1.6
CC(NC(=O)Nc1ccccc1O)(C(F)(F)F)C(F)(F)F	i	-12	-0.6	-8	-1.1	-2	-2	4	-9	0.3
Cc1[nH]n(-c2ccc([N+](=O)[O-])cc2)c(=O)c1C=NCCN1CCN(C(=O)c2ccccc2)CC1	i	-4	4.8*	-5	-4.0	-6	-3	-3	-24	-3.8
CCCS(=O)(=O)NC(=O)C1(C)CCN(C(=O)COc2ccc(Cl)cc2Cl)C1 (centres undefined)	i	·	-0.8	-2	-0.1	-4	-4	-2	2	-2.2
CCOC(=O)/C(=C/c1ccc(OC(=O)c2ccncc2)cc1)C(C)=O	i	-12	0.8	-2	-0.5	-4	36*	0	4	0.0
Cc1ccc(CNC(=O)CN2C(=O)NC3(CC(C)CC(C)(C)C3)C2=O)cc1 (centres undefined)	i	-2	-0.7	-2	0.0	-2	-1	1	-19	-0.2
CC(=O)C1CCC2C(CCC3=CC(=O)CCC32)C1 (centres undefined)	i	-4	-0.3	-1	-0.1	1	2	-1	2	-1.9
CC(C)CCSc1nc2c(c(=O)[nH]c(=O)n2C)n1CCCc1ccccc1	i	-17	3.0	-4	-0.5	2	-5	2	4	2.6
